Screening data as filed in PubChem.
Epigenetic reg = regulators of epigenetic silencing causing reporter derepression in mouse cells. murine LDR cells, GFP reporter derepression, 30 h. Potency, µM (titrated, usually from 53.9 µM), without a hit: at the highest dose GFP activation, actives largely listed as activators. 280,000 compounds, 0.2% hits. AID 1865; further: % of control where 0% means no effect; nearly all actives have a fitted effect of over 60% in size
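Murine LDR cells carrying a silenced, genomically integrated CMV-driven GFP reporter were exposed to compound for 30 hours at 37 C. After PBS washes, GFP-positive cells (20–120 um objects) were counted by laser-scanning microplate cytometry.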
KinaseGlo FLuc = blocks Kinase-Glo luciferase, a counter-screen artifact; 200,000 compounds, 0.28% hits; Kinase-Glo luciferase, ATP luminescence, 8 min; Q27757; AID 1379; Potency, µM (top dose mostly 38.3 µM), for inactives: at the top dose activity change, negative = inhibition, usual class: inhibitors; further: on the % scale 0 is the no-effect control and ±100 the full control effect; nearly all actives have a fitted effect of over 60% in size
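Compounds were added to a substrate mix at pH 7.2 (50 mM imidazole, 10 uM ATP, within the enzyme's linear range), followed by Kinase-Glo detection reagent; luminescence was measured after 8 minutes at ambient temperature.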
IMPase Li inh = cell-permeable IMPase inhibitors with lithium potentiation | CHO-M1 cells, IP1 TR-FRET (IP-One), carbachol + lithium | Potency, µM (top dose mostly 59.4 µM), without a hit: at the highest dose activity, negative = IMPase inhibition, actives largely listed as inhibitors | 210,000 compounds, 0.35% hits | AID 1457;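 further: IP1 builds up when IMPase is blocked and the TR-FRET signal falls; plate controls were basal vehicle for no effect and high inhibitor control for full effect; nearly all actives have a fitted effect of over 50% in size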
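IP1 accumulation measured by competitive TR-FRET in lysed CHO-M1 cells after 30 min compound exposure at 37C, with a small lithium addition to potentiate weak responses. Hill-equation AC50 from ratio and donor-channel data.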
GoLoco inh red = blocks human Gai1 binding to RGS12 GoLoco peptide, red readout | P63096 | Gai1:RGS12 GoLoco peptide FP, rhodamine, 10 min | Potency, µM (top dose mostly 61.6 µM), for inactives: top-dose activity, negative = inhibition, actives largely listed as inhibitors | 230,000 compounds, 0.44% hits | AID 880; active means well fitted inhibition curve with a large enough effect, not every such curve was filed as active; inactive means no such curve, though single readings can be large or run the other way; further: on the % scale 0 is the no-effect control and ±100 the full control effect; nearly all actives have a fitted effect of over 30% in size; many of its hits are not listed in these tables
NPSR antagonist = antagonists of human neuropeptide S receptor cAMP signaling. Q6W5P4. CHO-NPSR cells, cAMP TR-FRET, antagonist mode. Potency, µM (titrated, usually from 38.3 µM), for inactives: at the highest dose activity change, negative = inhibition, hits mostly inhibitors. 220,000 compounds, 1% hits; further: on the % scale 0 is the no-effect control and ±100 the full control effect; nearly all actives have a fitted effect of over 50% in size; many of its hits are not listed in these tables
Target sequence (Q6W5P4 whole entry, looked up): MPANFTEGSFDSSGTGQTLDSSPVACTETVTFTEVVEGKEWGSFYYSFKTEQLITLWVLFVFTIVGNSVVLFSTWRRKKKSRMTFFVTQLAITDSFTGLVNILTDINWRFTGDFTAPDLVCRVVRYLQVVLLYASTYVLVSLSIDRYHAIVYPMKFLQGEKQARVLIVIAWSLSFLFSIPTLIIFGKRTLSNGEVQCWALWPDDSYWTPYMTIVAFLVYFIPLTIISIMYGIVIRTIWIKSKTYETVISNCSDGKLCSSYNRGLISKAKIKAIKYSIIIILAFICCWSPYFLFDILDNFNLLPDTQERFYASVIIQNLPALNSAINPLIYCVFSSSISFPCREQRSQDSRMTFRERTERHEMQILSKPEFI
KDM4E inh = inhibitors of human JMJD2E histone demethylase; B2RXH2; JMJD2E catalytic domain, FDH-coupled NADH fluorescence (FDH is formaldehyde dehydrogenase); Potency, µM (titrated, usually from 57.1 µM), without a hit: top-dose activity change, negative = inhibition, actives largely listed as inhibitors; 230,000 compounds, 1.6% hits; AID 2147; active means well fitted inhibition curve with a large enough effect, not every such curve was filed as active; inconclusive means small, poorly fitted or top-dose-only effect, or another doubt; inactive means no such curve, though single readings can be large or run the other way;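 further: 0% = wells with enzyme and -100% = buffer wells without enzyme; nearly all actives have a fitted effect of over 50% in size; many of its hits are not listed in these tables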
SMN2 splice enh = increases expression of the SMN2 splice variant; HEK293 SMN2-luciferase splicing reporter, luminescence, 30-36 h; Potency, µM (titrated, usually from 46.1 µM), inactives show at the highest dose activity change, positive = activation, actives largely listed as activators; 210,000 compounds, 2.8% hits; further: % of control where 0% means no effect; nearly all actives have a fitted effect of over 55% in size
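qHTS luciferase splicing reporter: luminescence rises when SMN2 exon 7 is included in transfected HEK293 cells. Compound exposure lasted 30-36 h at 37C, with 4.5 mM final sodium butyrate as control, followed by a ONE-Glo read.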
RECQ1 inh = inhibitors of human RECQ1 DNA helicase. RECQ1 DNA unwinding, red fluorescence kinetic read. Potency, µM (series often up to 57.3 µM), for inactives: at the highest dose activity, negative = inhibition, most hits filed as inhibitors. AID 2549. 240,000 compounds, 0.54% hits;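 further: plate controls were vehicle for no effect and no enzyme for full effect; nearly all actives have a fitted effect of over 30% in size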
Target sequence (P46063 whole entry, looked up): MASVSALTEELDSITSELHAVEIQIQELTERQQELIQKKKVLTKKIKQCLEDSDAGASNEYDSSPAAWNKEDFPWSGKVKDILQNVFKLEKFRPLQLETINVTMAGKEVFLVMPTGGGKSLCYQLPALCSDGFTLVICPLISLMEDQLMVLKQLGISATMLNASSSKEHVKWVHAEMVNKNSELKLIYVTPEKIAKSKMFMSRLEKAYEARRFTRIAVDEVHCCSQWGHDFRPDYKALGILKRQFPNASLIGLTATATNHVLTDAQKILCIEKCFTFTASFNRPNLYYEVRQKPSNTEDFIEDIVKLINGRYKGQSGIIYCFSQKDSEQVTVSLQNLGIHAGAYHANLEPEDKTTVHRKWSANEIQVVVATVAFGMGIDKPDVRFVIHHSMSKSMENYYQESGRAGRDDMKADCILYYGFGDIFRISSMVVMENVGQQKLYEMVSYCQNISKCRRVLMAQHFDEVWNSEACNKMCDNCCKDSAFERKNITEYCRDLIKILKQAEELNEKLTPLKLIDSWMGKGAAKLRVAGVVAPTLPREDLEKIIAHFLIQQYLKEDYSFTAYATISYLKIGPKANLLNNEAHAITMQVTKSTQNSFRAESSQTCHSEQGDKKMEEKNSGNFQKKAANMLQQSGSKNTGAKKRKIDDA
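50 nM RECQ1T1 preincubated 15 min with compound in Tris pH 8.0 buffer with MgCl2, DTT, Tween-20 and 2.5 ug/ml poly(dI-dC); started with 200 nM TAMRA/BHQ-2 forked duplex and 2 mM ATP. Unwinding read as fluorescence (525/598 nm), two reads 2 h apart.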
The depositor's hits bear a star; i = inactive; ? = inconclusive; nt = not tested or not shown; & = joins results of further samples; ! = repeats disagree; [ ] = another dose, or the depositor's remark. Unless noted, the call rests on the fitted dose curve; in most records, active means well fitted curve in the direction sought with a large enough effect; inconclusive means small, poorly fitted or top-dose-only effect, or another doubt; inactive means no such curve, though single readings can be large; an effect the other way counts as inactive or inconclusive. Potency means the concentration at half of the fitted maximal effect. An excerpt. The share of hits here may be higher or lower than overall.

Second line of a record: Epigenetic reg | KinaseGlo FLuc | IMPase Li inh | GoLoco inh red | NPSR antagonist | KDM4E inh | SMN2 splice enh | RECQ1 inh
> CN(CCOc1ccc(Cl)cc1)C(=O)c1ccc(S(=O)(=O)N2CCOCC2)cc1
→ -1.1% | 4% | -5% | 19% | 17% | 8% | -31%[inhibitor] | i
> CCOC(=O)C1(C)NC(c2ccccc2F)C2C(=O)N(c3cccc(C(C)=O)c3)C(=O)C21 (stereo unspecified)
→ 1.5% | 2% | 12%[38.3 µM] | 1% | 3%[46.1 µM] | 5% | -11% | -8%
> COc1ccc(NC(=O)CNc2ccc(C#N)cc2)cc1
→ -0.9% | 1% | -4% | -7% | 8% | -11% | 4% | -7%
> NC(=S)NNc1ccc(Cl)c(Cl)c1
→ 1.2% | nt | nt | -11% | 12% | 5% | nt | -5%
> CCN(CCNC(=O)C1CCN(c2nnc(-n3cccc3)s2)CC1)c1ccccc1
→ -0.8% | 0% | 20%[38.3 µM] | 4% | -16%[46.1 µM] | 0% | -2% | i
> CC(C)Sc1nnc(Nc2ccccc2)s1
→ 1.4% | -6% | 5%[38.3 µM] | -3% | -1%[7.67 µM] | 8% | 28% | -5%
> COCCCNc1nc2nonc2nc1N1C[C@H]2CC[C@H]1C2
→ -0.7% | 3% | -10% | 1% | 8% | -1% | nt | -10%
> COc1cc(/C=N\NC(=O)c2ccc(Cl)cc2)ccc1Oc1ccc([N+](=O)[O-])cn1
→ -1.9% | nt | nt | -30% | -12% | -6% | nt | -8%
> Cc1ccc(CN/C=C/C(=O)c2ccc(Br)cc2)cc1
→ 0.0% | -3% | 9%[38.3 µM] | -3% | -18%[46.1 µM] | -20% | 17% | -23%
> CCn1c(/C=C/Nc2ccccc2)[n+](CC)c2ccc(C(=O)OCC(F)(F)F)cc21
→ ? | -4% | 16% | -13% | -26% | -1% | 3% | -3%
> Clc1ccc(-c2csc(-c3cccnc3)n2)s1
→ 0.2% | nt | nt | 4% | -11% | ? | nt | -11%
> O=C(NCCOc1ccccc1)c1cncc(Br)c1
→ 0.7% | 4% | -9%[38.3 µM] | 1% | -4%[46.1 µM] | 7% | 5% | -4%
> O=c1c(N2CCOCC2)nsn1Cc1ccccc1
→ 6.1% | -3% | 4%[38.3 µM] | -9% | -29%[46.1 µM] | 3% | 15% | -2%
> CN(CCC#N)C(=S)Nc1ccc(Oc2ccccc2)cc1
→ 0.0% | 1% | -2% | -101% | 7% | 4% | -3% | -3%
> COc1ccc(S(=O)(=O)N2CCOCC2)cc1NC(=O)c1ccc(-n2nc(C)cc2C)cc1
→ -1.4% | nt | nt | 10% | -1% | ? | nt | -5%
> O=C1CC(N2CCN(c3ncccn3)CC2)C(=O)N1CCc1ccccc1 (stereo unspecified)
→ -4.2% | 2% | 0% | 27% | 7% | -27% | -7% | i
> O=C1C2C3C=CC(CC3)C2C(=O)N1/N=C/c1ccco1 (stereo unspecified)
→ -0.6% | 1% | -7% | 0% | 14% | 3% | 9% | 8%
> COc1ccc(C(=O)NCc2ccc3c(c2)OCO3)cc1
→ 0.0% | -2% | 1% | -1% | 10% | -19% | 14% | -20%
> CC(C)(C)C(=O)Cn1nnc(-c2ccc(C(F)(F)F)cc2)n1
→ 1.1% | nt | nt | 2% | 8% | 3% | nt | -4%
> Cn1cc(/C=C2\SC(=S)N(NC(=O)c3ccccc3)C2=O)c2ccccc21
→ 4.1% | -2% | -1% | -18% | -22% | 1% | -1% | 32µM*
> CCCCCCCCCCS(=O)(=O)N/N=C/c1ccc(O)cc1
→ 0.0% | 2% | 15% | -18% | 8%[46.1 µM] | -3% | -13% | -5%
> Cc1onc(-c2ccccc2)c1-c1nnc(-c2ccccc2C(F)(F)F)o1
→ -0.3% | nt | nt | 6% | 46% | -2% | nt | -4%
> Cc1ccc(C2=NNC(c3ccc(Cl)cc3)=Nc3ccccc32)o1
→ 0.0% | -2% | 9% | 6% | -6% | 2% | -7% | 2%
> Cc1ccc(-c2nn(-c3ccccc3)cc2/C=C/C(=O)OCC(=O)NC2CC2)o1
→ 1.1% | -1% | 3% | -7% | ? | ? | 9% | i
> COC(=O)C1=C(C)N(Cc2ccc3c(c2)OCO3)C(=O)C1
→ -0.2% | -2% | 3% | -2% | 6% | -9% | -10% | i
> Cc1cc2cc(CCNC(=O)c3c(-c4ccccc4Cl)noc3C)c(=O)[nH]c2cc1C
→ 0.0% | -1% | 10%[38.3 µM] | 10% | -2%[46.1 µM] | ? | -11% | ?
> CC(C)c1ccc(C(O)c2cnc(C(C)C)n2C)cc1 (stereo unspecified)
→ 0.0% | 1% | 5%[38.3 µM] | -1% | -2%[46.1 µM] | -4% | -33%[inhibitor] | -13%
> CC(C)OC(=O)c1cc2ccccc2oc1=O
→ 0.0% | -7% | -4%[38.3 µM] | 7% | -1%[46.1 µM] | ? | -1% | -4%
> CN(C(=O)COC(=O)c1ccccc1Nc1ccccc1)C1CCS(=O)(=O)C1 (stereo unspecified)
→ 0.8% | -3% | -25%[38.3 µM] | 5% | ? | 2% | 3% | -3%
> CCOC(=O)CCN(Cc1sccc1C)S(=O)(=O)c1ccc(F)cc1
→ 3.0% | -3% | 38%[activator][38.3 µM] | 0% | -15%[46.1 µM] | -2% | ? | i
> COc1ccccc1NC(=O)CCC(=O)OCc1ccc([N+](=O)[O-])cc1
→ 2.9% | 0% | 1% | -8% | -6% | 1% | nt | i
> CS(=O)(=O)N1CC(C(=O)O)Oc2ccc(CC(=O)O)cc21 (stereo unspecified)
→ -2.3% | 3% | 18% | 3% | 15% | -11% | 1% | -2%
> CN1CCN(CCCNC(=O)c2cn(C3CCCCC3)c(=O)c3c2c2ccccc2n3C)CC1
→ -1.0% | -3% | 6%[38.3 µM] | 5% | -8%[46.1 µM] | ? | 18% | -1%
> CN(C)C(=O)COC(=O)c1ccccc1NC(=O)c1ccco1
→ -1.9% | 5% | 3% | 5% | 0% | -3% | 4% | i
> O=C(c1cc2c(cc1Br)OCCCO2)N1CCCCC1
→ 0.0% | 0% | -3% | 1% | 4% | 1% | -8% | -3%
> N#C/C(=C\c1ccc(F)c(Cl)c1)S(=O)(=O)c1ccccn1
→ 2.0% | nt | nt | 9% | -21% | -1% | nt | -5%
> NS(=O)(=O)c1ccc(NC(=O)CSc2nnc(Cc3cccs3)n2-c2ccccc2)cc1
→ -0.1% | 1% | 16%[38.3 µM] | 3% | -27%[46.1 µM] | -2% | -17% | -6%
> CCCCCC(O)c1cccc(OCc2ccc3ccccc3n2)c1 (stereo unspecified)
→ -1.2%&7.4%&-1.1%&1.0% | -1%&5%&-2% | 22%&-6%&11%&12% | -16%&-13%&6%&5% | ? | -1%&8%&2% | -40%&-1%&1%&-45%[inhibitor] | 28µM*!
> OCCN(Cc1ccccc1)CC1CC=CCC1 (stereo unspecified)
→ 6.5% | 3% | 16%[38.3 µM] | 34%[activator] | 16%[46.1 µM] | ? | 16% | 5%
> CC(=O)Nc1ccc(/C=N/NC(=O)c2cc3ccccc3nc2C)cc1
→ 0.0% | 0% | -3% | 13% | 8% | -4% | 7% | 6%
> Cc1[nH][nH]c(=O)c1/C=N/N1CCOCC1
→ 0.8% | -1% | -2% | 0% | 11% | -4% | -1% | i
> O=C(N/N=C/c1coc2ccccc2c1=O)c1cn(-c2ccccc2)nc1-c1ccccc1
→ 1.0% | 5% | -8% | 6% | -10% | 0% | 12% | -5%
> Cn1nc(-c2ccccc2)cc1NS(=O)(=O)c1ccccc1
→ 0.1% | nt | nt | 12% | 7% | 5% | nt | i
> CC(=O)Nc1c(O)[nH]c2ccccc12
→ -2.2% | 2% | 7% | -12% | 17%[46.1 µM] | 3% | -8% | -4%
> CN1CCc2c(cc(O)c(O)c2Cl)C(c2cccc(Cl)c2)C1 (stereo unspecified)
→ 8.5% | -1% | 37%[activator] | 1% | -17%[46.1 µM] | 14µM* | -1% | -2%
> Cc1c(C)[n+](=O)c(-c2cccs2)c(C)n1[O-]
→ -0.8% | 2% | 1% | -4% | 8%[46.1 µM] | -18% | -3% | -4%
> O=S(=O)(Nc1ccc2c(c1)OCCO2)c1cnc[nH]1
→ 0.0% | -1% | 18%[38.3 µM] | 14% | 4%[46.1 µM] | -5% | 13% | -9%
> CCOc1cc(/C=C/c2ccc3cccc([N+](=O)[O-])c3n2)cc(Cl)c1O
→ -0.9% | -3% | 5% | 1% | ? | 2% | -15% | -11%
> O=S(=O)(c1ccc2ccccc2c1)N1CCN(C2CCN(Cc3ccccc3)CC2)CC1
→ -0.7% | -1% | 34%[38.3 µM] | -2% | -8%[46.1 µM] | ? | -22% | -10%
> O=C(/C=C/c1c(Cl)nc2ccccn12)N1CCCCC1
→ 0.9% | -1% | -4% | 9% | -7% | -9% | 8% | i

(more compounds)
Second line of a record: Epigenetic reg | KinaseGlo FLuc | IMPase Li inh | GoLoco inh red | NPSR antagonist | KDM4E inh | SMN2 splice enh | RECQ1 inh
> Cc1ccc2nc(Cl)c(C#N)cc2c1
→ 0.0% | -1% | 13% | -7% | 7% | -17% | nt | -6%
> COc1ccc(N/C(=N/c2nc(C)cc(C)n2)NC(=O)Nc2ccc(Cl)c(Cl)c2)c(OC)c1
→ -1.8% | 2% | 0% | 12% | -4% | 7% | -2% | 0%
> CC1CC(OCC(O)C[N+]2(C)CCOCC2)CC(C)(C)C1 (stereo unspecified)
→ -0.1% | -2% | 15% | 2.2µM* | 16% | -2% | -5% | -6%
> COC(=O)c1ccc(NC(=S)NC(=O)c2c(-c3ccccc3)noc2C)cc1
→ 1.1% | nt | nt | 5% | 5% | 3% | nt | -16%
> Cc1cc(C)c(NC(=O)Cn2c([N+](=O)[O-])cnc2C)c(C)c1
→ -1.7% | nt | nt | -2% | 13% | 7% | nt | -1%
> CCCCN(C)CCC(=O)Nc1ccc(F)c(F)c1
→ -1.0% | -2% | 1% | 4% | 6% | -1% | 23% | i
> CC(=O)OCC12COC3c4ccccc4OC(C)(CC1C)C3C2C (stereo unspecified)
→ -1.4% | -2% | 0% | 2% | -14% | 15% | -8% | -1%
> Cc1ccc(CNC(=O)C2CNc3cc(C)ccc3O2)cc1 (stereo unspecified)
→ -1.2% | -2% | -11%[38.3 µM] | 0% | -6%[46.1 µM] | -2% | 2% | -8%
